ERG-DNA inh = ERG Ets/DNA interaction inhibition. AID 624246. P11308. 370,000 tested, 0.028% active. Potency, µM (titrated, usually from 76.9 µM), for the others: at the highest dose FP activity, negative = inhibition, actives largely listed as inhibitors. fluorescence polarization, His-ERG Ets domain / labelled DNA; active = well fitted inhibition curve with a large enough effect in the polarisation, with a control signal flat; inconclusive = small, poorly fitted or top-dose-only effect, or effect the other way, or a change in a side signal; inactive = no such curve, though single readings can be large or run the other way; the % refers to the polarisation;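 also: polarization taken with two DNA probes labelled with fluorescein and Texas red; potency is read from the fitted curve at half-maximal effect; % of control where 0% means no effect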
Target sequence (P11308 whole entry, looked up, the tested form may be a part): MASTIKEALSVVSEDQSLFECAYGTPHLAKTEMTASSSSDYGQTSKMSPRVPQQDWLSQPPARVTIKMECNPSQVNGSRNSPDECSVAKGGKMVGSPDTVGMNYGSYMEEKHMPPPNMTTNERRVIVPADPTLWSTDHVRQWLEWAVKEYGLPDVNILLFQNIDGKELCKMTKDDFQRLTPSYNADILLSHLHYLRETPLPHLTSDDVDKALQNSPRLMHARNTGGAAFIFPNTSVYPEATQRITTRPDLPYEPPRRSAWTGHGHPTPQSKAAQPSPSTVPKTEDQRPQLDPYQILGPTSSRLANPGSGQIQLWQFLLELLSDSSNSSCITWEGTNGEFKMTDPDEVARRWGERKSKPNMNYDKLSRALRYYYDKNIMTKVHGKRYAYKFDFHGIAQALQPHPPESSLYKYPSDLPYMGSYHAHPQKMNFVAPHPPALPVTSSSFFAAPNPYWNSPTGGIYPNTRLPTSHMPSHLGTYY
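His-tagged ERG Ets domain (1 uM in the protein solution; 300mM KCl, 50mM Tris-HCl, 1mM EDTA, 1mM DTT, pH 7.5) received compound, then a probe mix of 5 nM fluorescein-DNA and 100nM Texas-615-DNA. Fluorescence polarization was read for both dyes.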
BAZ2B block = BAZ2B (human) inhibition; Potency, µM (doses to about 114 µM), without a hit: at the highest dose activity change, negative = inhibition, usual class: inhibitors; Q9UIF8; AID 504333; 360,000 tested, 4.4% active; AlphaScreen BAZ2B-H3K14Ac peptide displacement; also: potency is read from the fitted curve at half-maximal effect; % is scaled to controls: 0 for no effect and ±100 for the full control effect; nearly all actives have a fitted effect of over 60% in size
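BAZ2B (50 nM) with biotin-H3(5-23)K14Ac peptide (50 nM) in PBS pH 7.4, 0.01% Tween-20, preformed 30 min, then compound 30 min at room temperature; top concentration 110uM. AlphaScreen streptavidin donor/nickel chelate acceptor beads (10 ug/mL final), 20 min dark, signal read.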
Tb PGK inh = T. brucei PGK inhibition; P07378; PGK/GAPDH coupled, Kinase-Glo luminescence, 60 min; Potency, µM (doses to about 57.5 µM), for the others: at the highest dose activity change, negative = inhibition, most hits filed as inhibitors; 380,000 tested, 0.043% active; AID 602233; also: potency is read from the fitted curve at half-maximal effect; % is scaled to controls: 0 for no effect and ±100 for the full control effect; nearly all actives have a fitted effect of over 60% in size
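Recombinant glycosomal PGK reaction used 1,3-bisphosphoglycerate generated in-well by GAPDH (100nM final) in 100mM TEA pH 7.6, 5mM MgCl2, 0.01% Tween-20. After 60 minutes at room temperature, ATP was read by Kinase-Glo Plus luminescence end-point.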
JMJD2A Tudor = blocks the human JMJD2A Tudor domain; AlphaScreen JMJD2A-Tudor / H3K4me3 peptide binding; Potency, µM (top dose mostly 114 µM), for inactives: at the highest dose activity change, negative = inhibition, usual class: inhibitors; 390,000 tested, 4.4% active; also: potency is read from the fitted curve at half-maximal effect; % is scaled to controls: 0 for no effect and ±100 for the full control effect; nearly all actives have a fitted effect of over 50% in size
GLS inh = inhibitors of human glutaminase (GLS); GLS enzymatic activity, qHTS titration; Potency, µM (doses to about 45.5 µM), inactives show top-dose activity change, negative = inhibition, hits mostly inhibitors; 410,000 tested, 0.21% active; also: potency is read from the fitted curve at half-maximal effect; % is scaled to controls: 0 for no effect and ±100 for the full control effect
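Glutamate formation by hKGA was monitored fluorometrically using coupled glutamate oxidase, HRP and Amplex Red. Substrate was added as 1 mM L-glutamine solution; incubation was 30 min at RT after an initial read.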
HP1b binding inh = blocks HP1-beta chromodomain binding to methylated histone tails. 390,000 tested, 0.56% active. Potency, µM (series often up to 114 µM), for the others: at the highest dose activity change, negative = inhibition, most hits filed as inhibitors. AlphaScreen HP1-beta / biotin-H3K9me3 peptide binding; also: potency is read from the fitted curve at half-maximal effect; nearly all actives have a fitted effect of over 70% in size; inactives centre near 23
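Compound inhibition of the preformed complex between 50 nM HP1-beta and 50 nM biotinylated H3K9me3 peptide was read by AlphaScreen. Buffer was PBS pH 7.4 with 0.01% Tween-20. Incubations ran 30 min at room temperature, with 10 ug/mL donor/acceptor beads.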
Pin1 inhibitor = blocks the human prolyl isomerase Pin1; Q13526; Pin1 FP peptide displacement, HiFluor488, 10 min; Potency, µM (doses to about 115 µM), for the others: at the highest dose activity, negative = inhibition, most hits filed as inhibitors; 390,000 tested, 0.009% active; AID 504891; active = well fitted inhibition curve with a large enough effect in the polarisation, with a control signal flat, not every such curve was filed as active; inconclusive = small, poorly fitted or top-dose-only effect, or effect the other way, or a change in a side signal; inactive = no such curve, though single readings can be large or run the other way; the % refers to the polarisation; also: potency is read from the fitted curve at half-maximal effect; % is scaled to controls: 0 for no effect and ±100 for the full control effect
Target sequence (Q13526 whole entry, looked up): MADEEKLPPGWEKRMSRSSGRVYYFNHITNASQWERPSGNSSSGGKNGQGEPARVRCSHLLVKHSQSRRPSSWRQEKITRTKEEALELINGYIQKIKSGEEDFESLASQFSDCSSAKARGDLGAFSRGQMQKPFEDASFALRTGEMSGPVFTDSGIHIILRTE
G9a block = blocks human histone lysine methyltransferase G9a; 350,000 tested, 8.8% active; Potency, µM (titrated, usually from 102 µM), without a hit: at the highest dose activity, negative = inhibition, hits mostly inhibitors; AID 504332; G9a H3K9 monomethylation, AlphaScreen, 2 h; also: potency is read from the fitted curve at half-maximal effect; % is scaled to controls: 0 for no effect and ±100 for the full control effect; nearly all actives have a fitted effect of over 75% in size
Target sequence (Q96KQ7 913-1193 limits assumed): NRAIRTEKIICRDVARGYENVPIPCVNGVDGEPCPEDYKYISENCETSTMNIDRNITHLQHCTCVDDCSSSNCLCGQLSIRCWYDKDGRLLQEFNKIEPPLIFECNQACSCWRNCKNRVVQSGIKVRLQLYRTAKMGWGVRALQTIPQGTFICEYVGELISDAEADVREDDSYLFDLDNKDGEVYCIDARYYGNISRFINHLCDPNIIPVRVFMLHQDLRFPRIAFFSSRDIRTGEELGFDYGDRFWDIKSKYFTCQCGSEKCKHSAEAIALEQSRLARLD
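G9a (20 nM) preincubated 15 min RT with compounds, then 500 nM biotinylated H3K9 peptide and 20 uM SAM added; 2 h RT reaction. Monomethyl-H3K9 product detected by AlphaScreen with anti-H3K9me1 antibody, streptavidin donor and anti-rabbit IgG acceptor beads.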
PI4K2A inh = PI4K2A (human) kinase inhibition; Q9BTU6; purified PI4K2A, ADP-Glo luminescence, 1 h; hits give low values; activity change, negative = inhibition, % at 76.9 µM; 420,000 tested, 0.13% active; AID 1346378; in the data active = activity change below about -50%; inconclusive = mostly about -30% to -49%;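 also: -100% = wells without enzyme as full effect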
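In this quantitative HTS, ADP production by PI4K2A was quantified luminescently after 1 h at ambient temperature; 100 microM adenosine served as plate-quality control.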
Numbers without * were called inactive; i = inactive; ? = inconclusive; · = not tested or not shown; & = joins results of further samples; [ ] = remark or other dose. Unless noted, calls follow the shape of the dose curve; as a rule, active = well fitted curve in the direction sought with a large enough effect; inconclusive = small, poorly fitted or top-dose-only effect, or another doubt; inactive = no such curve, though single readings can be large; an effect the other way counts as inactive or inconclusive.

| Tb PGK inh | GLS inh | Pin1 inhibitor | G9a block | BAZ2B block | JMJD2A Tudor | HP1b binding inh | ERG-DNA inh | PI4K2A inh | mol |
| --- | --- | --- | --- | --- | --- | --- | --- | --- | --- |
| -7.6% | -15.7% | 0.7% | 5.2% | -3.8% | -15.8%[11.4 µM] | -1.5% | -1.7% | 1.1 | CC1Cc2ccccc2N1C(=O)CN1CCC(n2nnc3cc(C(F)(F)F)ccc32)CC1 (stereo unspecified) |
| -1.6% | 11.2% | -1.8% | · | · | ? | 19.3% | 8.5% | -7.8 | O=C(NC1CCN(Cc2ccccc2)CC1)c1cccc(NS(=O)(=O)c2ccc(Br)cc2)c1 |
| -2.5% | -0.3% | 8.2% | 2.0%[59 µM] | 6.2% | -4.2% | 33.5% | 5.8% | 3.9 | Cc1nn(Cc2ccccc2)c(Cl)c1/C=N/NC(=O)CNc1cccc(C(F)(F)F)c1 |
| 2.1% | -10.9% | -2.4% | ? | 3.3% | -18.4%[11.4 µM] | -6.2% | -2.8% | -1.8 | COc1ccccc1NC(=O)O/N=C(\N)c1ccccc1 |
| 0.6% | 23.8% | 0.2% | -20.2% | ? | -33.6% | 29.0% | 11.4% | -1.1 | COc1ccc(N2CCN(C(CNC(=O)CC(C)(C)C)c3ccc4c(c3)OCO4)CC2)cc1 (stereo unspecified) |
| -3.2% | -0.6% | 3.4% | 17.4%[59 µM] | -0.9% | -8.2% | 11.4% | 0.5% | -12.2 | CCCCS(=O)(=O)C1CCS(=O)(=O)C1 (stereo unspecified) |
| -6.5% | -3.0% | 1.7% | 16.8% | -12.4% | -6.9% | 27.6% | -10.2% | 1.9 | Cc1ccccc1NC(=O)Nc1cc(-c2ccccc2)nn1C |
| i | 1.9% | -7.0% | 6.7%[59 µM] | -19.0% | -4.2% | 35.9% | -0.7% | -6.2 | O=C(CSc1nc(=O)n(Cc2ccncc2)c2c1CCC2)Nc1ccc(F)cc1F |
| -5.6% | 1.6% | ? | -2.2%[59 µM] | 5.7% | -17.4% | 39.3%[activator] | 8.3% | -5.4 | CCCCOC(=O)/C(=C\c1ccc([N+](=O)[O-])o1)NC(=O)c1ccccc1 |
| -6.4% | 3.3% | -7.6% | 2.2%[59 µM] | -9.7% | 8.8% | 41.1%[activator] | 0.4% | -2.4 | COc1ccccc1CNC(=O)c1ccc(CS(=O)c2ccccc2Cl)o1 (stereo unspecified) |
| 0.8% | 4.5% | -6.5% | 16.0% | -14.1% | 0.3% | 38.7% | -5.6% | 0.1 | O=C(Nc1ccc(N2CCOCC2)cc1)c1cccc(S(=O)(=O)N2CCCCCC2)c1 |
| -4.7% | 10.0% | -5.2% | 1.3% | -0.7% | -16.6% | 39.1%[activator] | 11.0% | 4.3 | O=C(NN=C1CCCC1)c1cc(-c2ccc(F)cc2)nc2ccccc12 |
| -1.5%[11.5 µM] | -3.1% | 5.6% | 8.1%[2.33 µM] | -27.0% | -22.0% | 31.1%[activator] | · | -1.9 | CC1Cc2ccccc2N1S(=O)(=O)c1cccc(C(=O)c2nccn2C)c1 (stereo unspecified) |
| -9.2% | -0.3% | -0.6% | 2.5%[59 µM] | 3.6% | -2.3% | 32.6% | -0.9% | -3.8 | Cc1ccc(S(=O)(=O)C(CNC(=O)c2ccc(C(F)(F)F)cc2)c2ccco2)cc1 (stereo unspecified) |
| -7.7% | 3.7% | 5.5% | 7.5%[0.501 µM] | -5.5% | -25.0% | 12.3% | 3.3% | 0.2 | CCOC(=O)[C@H]1[C@H]2COc3ccc(Br)cc3[C@@H]2N2C(=O)CN(Cc3ccc(C)cc3)C(=O)[C@@]12C |
| 4.2% | 7.2% | -2.5% | -13.5%[59 µM] | 2.9% | -9.9% | 23.8% | 2.7% | -1.6 | COc1ccc(CNC(=O)c2noc(C(C)C)c2[N+](=O)[O-])cc1 |
| i | -14.8% | 3.1% | 15.0% | -10.4% | -16.7% | 16.5% | -1.7% | -0.3 | COc1cccc(/C=C/C(=O)NCc2cn3cc(Cl)ccc3n2)c1OC |
| i | -7.7% | ? | -3.9%[59 µM] | 1.8%[57.1 µM] | -15.9% | 21.4% | -6.9% | -0.7 | O=C(Cn1cnc2onc(-c3ccc(F)cc3)c2c1=O)N1CCN(c2ccccc2F)CC1 |
| -7.3% | -12.5% | -3.3% | -28.6% | 9.8% | -5.6% | 41.6%[activator] | -6.8% | 9.5 | CCOC(=O)N1CCN(C(c2ccc(F)cc2)c2sc3nc(C)nn3c2O)CC1 (stereo unspecified) |
| -3.6% | 5.7% | -3.8% | -42.5% | -0.7% | -18.4% | -14.7% | -3.0% | -3.3 | CCN(CC(=O)Nc1c(F)cccc1F)C(=O)/C=C/c1ccc(C)o1 |
| -0.8% | -1.8% | 2.4% | -2.4%[59 µM] | 10.5% | -13.0% | 18.1% | -2.2% | -7.7 | O=C(CCC(=O)NNC(=O)c1ccc(Cl)cc1Cl)NCc1ccccc1 |
| 6.6% | 7.3% | -6.7% | 44.7µM* | ? | ? | -27.6% | -3.6% | 0.4 | COc1ccccc1NC1=C(Cl)C(=O)N(c2ccccc2)C1=O |
| -7.1% | -2.7% | -2.9% | 19.8%[59 µM] | -27.9% | -26.2% | -2.8% | 2.2% | -1.4 | NC(=O)COC(=O)c1oc2ccccc2c1CSc1ccc(Cl)cc1 |
| 7.9% | 13.1% | -18.1%&3.5%&-3.8% | ? | -11.0% | -32.0% | 27.3%&-2.3% | 4.7% | 0.8 | COc1ccc(C(=O)N(Cc2ccco2)Cc2cccs2)c(O)c1 |
| 1.9% | -3.5% | 0.6% | 16.4% | -18.0% | 11.0% | 47.2%[activator] | 17.4% | 0.6 | COC(=O)COc1cc2ccccc2cc1C(=O)Nc1ccccc1 |
| i | 2.4% | -2.8% | ? | -37.1% | -30.9% | ? | -3.1% | -7.4 | O=C(Nc1cc(S(=O)(=O)N2CCOCC2)ccc1N1CCCC1)c1ccc(F)cc1 |
| i | -6.8% | -12.7% | 19.1% | ? | 0.7% | 17.8% | 5.5% | -6.6 | COc1ccc(CNC(=O)C(=O)NCc2ccncc2)cc1 |
| -6.3% | 9.6% | -4.4% | ? | ? | ? | -19.2% | 2.4% | 2.8 | Cc1cccc(/C=N/Nc2cc(N3CCOCC3)nc(N3CCOCC3)n2)c1 |
| -9.6% | 15.1% | 1.0% | -14.5%[59 µM] | ? | -24.5%[57.1 µM] | 6.8% | -2.7% | -0.6 | CN(C)c1ccc(/C=N/NC(=S)NCc2ccco2)cc1 |
| i | 39.7%[activator] | -15.2% | -25.8% | ? | -18.9% | 10.5% | 5.5% | 3.5 | O=C(Cc1ccccc1)NNc1c2ccccc2nc2ccccc12 |
| -18.2% | -12.8% | -3.8% | ? | ? | -10.3% | 9.5% | 15.6% | -3.8 | Cc1c(C(=O)NCc2ccco2)oc2ccc(Br)cc12 |
| -5.9% | -17.3% | -11.5% | 3.4% | -1.3% | -5.2% | 10.1% | -7.2% | -3.5 | O=C(COC(=O)CCN1C(=O)c2cccc([N+](=O)[O-])c2C1=O)NC1CCS(=O)(=O)C1 (stereo unspecified) |
| -0.1% | 16.6% | -11.0% | -2.6% | 3.4% | -6.3% | 35.3%[activator] | 6.0% | 2.7 | O=C(C[n+]1ccc(/C=N/O)cc1)NCc1ccccc1 |
| 3.8% | -6.2% | 0.5% | -1.5% | 2.3% | -11.0% | 16.6% | -4.0% | -1.6 | O=C(NCC1CCCO1)C1CCN(C2CCN(C(=O)Cc3ccsc3)CC2)CC1 (stereo unspecified) |
| -6.8% | -14.9% | -9.0% | -5.8% | -15.4% | -9.6%[11.4 µM] | 27.2% | -4.8% | 5.6 | CCC(C)N(NC(C)=O)c1nc(Cl)nc(NC(C)(C)C)n1 (stereo unspecified) |
| -6.2% | 6.9% | 2.7% | 23.5%[59 µM] | -1.0% | -6.0% | 7.8% | 2.5% | -0.1 | Cc1ccc(SCC(=O)N2CCOCC2)cc1 |
| -8.5% | 0.7% | 1.4% | ? | 21.9% | 2.1% | 33.8% | 10.9% | -6.4 | COC(=O)COc1cccc2c(=O)n(CC(=O)NCCc3ccc(OC)c(OC)c3)ccc12 |

Rewritten field by field: four of the compounds above
COC(=O)COc1cc2ccccc2cc1C(=O)Nc1ccccc1
  Tb PGK inh: 1.9%; GLS inh: -3.5%; Pin1 inhibitor: 0.6%; G9a block: 16.4%; BAZ2B block: -18.0%; JMJD2A Tudor: 11.0%; HP1b binding inh: 47.2%[activator]; ERG-DNA inh: 17.4%; PI4K2A inh: 0.6
O=C(Nc1cc(S(=O)(=O)N2CCOCC2)ccc1N1CCCC1)c1ccc(F)cc1
  Tb PGK inh: i; GLS inh: 2.4%; Pin1 inhibitor: -2.8%; G9a block: ?; BAZ2B block: -37.1%; JMJD2A Tudor: -30.9%; HP1b binding inh: ?; ERG-DNA inh: -3.1%; PI4K2A inh: -7.4
COc1ccc(CNC(=O)C(=O)NCc2ccncc2)cc1
  Tb PGK inh: i; GLS inh: -6.8%; Pin1 inhibitor: -12.7%; G9a block: 19.1%; BAZ2B block: ?; JMJD2A Tudor: 0.7%; HP1b binding inh: 17.8%; ERG-DNA inh: 5.5%; PI4K2A inh: -6.6
Cc1cccc(/C=N/Nc2cc(N3CCOCC3)nc(N3CCOCC3)n2)c1
  Tb PGK inh: -6.3%; GLS inh: 9.6%; Pin1 inhibitor: -4.4%; G9a block: ?; BAZ2B block: ?; JMJD2A Tudor: ?; HP1b binding inh: -19.2%; ERG-DNA inh: 2.4%; PI4K2A inh: 2.8

Compound activity (PubChem BioAssay)
